Pf apPOL block: Pf-apPOL DNA polymerase inhibition; Recombinant Pf-apPOL, molecular beacon fluorescence, 1.5 h; inhibition, % at 10 µM; 0.25% of 210,000 active; AID 1794808
mHTT CaM bind: mHTT-calmodulin interaction abrogation; AID 1671202; inhibition, % at 15 µM; 3.6% of 190,000 active; AlphaScreen His-mHTT/GST-CaM binding, luminescence;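 also: 0% = both proteins with DMSO and 100% = one protein alone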
An asterisk follows results filed as active; & = joins results of further samples. Rule as the data show it: active = inhibition above about 50%; inactive = the rest.

Screening COc1ccccc1C(=O)N/C(=C/c1ccc(Br)cc1)C(=O)O returned Pf apPOL block -1.8 and mHTT CaM bind -2.0.
For O=C(CN1C(=O)c2ccccc2C1=O)Nc1ccccc1C(=O)NC1CCCCC1 the results were Pf apPOL block 1.4 and mHTT CaM bind 0.0.
`CCN1CCN(C/C=C/c2ccccc2[N+](=O)[O-])CC1` gave Pf apPOL block -6.9 and mHTT CaM bind 0.9.
Cc1ccccc1OCc1nnc2c3cnn(-c4ccccc4)c3ncn12 was read as Pf apPOL block -3.8 and mHTT CaM bind 0.0.
`O=C(CCc1csc(NC(=O)c2cccs2)n1)Nc1ccc2c(c1)OCCO2` gave Pf apPOL block 8.5 and mHTT CaM bind 1.9.
For Cc1cccc(NC(=O)c2ccccc2SCc2ccccc2)c1C the results were Pf apPOL block -0.8 and mHTT CaM bind -27.4.
For O=C(CSc1ccc(C(F)(F)F)cn1)c1ccc2c(c1)OCCO2 the results were Pf apPOL block -7.2.
For COc1ccc(NC(=O)CSc2nc3ccccc3nc2C)cc1 the results were Pf apPOL block -4.8 and mHTT CaM bind -7.5.
For O=C(CCCn1cnc([N+](=O)[O-])n1)Nc1cc(Br)ccc1O the results were Pf apPOL block 4.6 and mHTT CaM bind 4.0.
`COc1cccc(-c2cc(C(=O)N3CCCC3c3ccc(C)cc3)on2)c1` (configuration not stated) gave Pf apPOL block -1.9 and mHTT CaM bind -9.7.
Screening O=S(=O)(NCCC1C=CCCC1)c1ccc(Br)s1 (configuration not stated) returned mHTT CaM bind -40.9.
`O=C(NC1CC1)c1cccc(NC(=O)C2CC2)c1` gave Pf apPOL block -5.6 and mHTT CaM bind -6.5.
`O=C(Cc1ccc(Cl)cc1)Nc1ccccc1N1CCOCC1` gave Pf apPOL block 18.6 and mHTT CaM bind -7.3.
For CC(C)CN1CCN(C(=O)C2CCc3sc(C(=O)N4CCOCC4)cc3C2)CC1 (configuration not stated) the results were Pf apPOL block -3.2 and mHTT CaM bind 8.4.
Cc1ccc(S(=O)(=O)N(c2ccccc2C)C(F)F)cc1 was read as Pf apPOL block -1.5 and mHTT CaM bind -58.8.
Screening O=Cc1cc(Cc2ccccc2)cc(Br)c1O returned Pf apPOL block -3.4 and mHTT CaM bind 99.6*.
`Cc1ccc(Oc2ccc(NC(=O)COc3ccc(Cl)cc3Cl)cc2)nn1` gave Pf apPOL block -13.6 and mHTT CaM bind 3.2.
Screening O=C(NCc1ccccn1)C1CCCN(S(=O)(=O)N2CCCC2)C1 (configuration not stated) returned Pf apPOL block -13.6 and mHTT CaM bind -4.0.
CNC(=O)N1CCCC(c2cccc(C(=O)N3CCN(c4cccc(C)c4)CC3)c2)C1 (configuration not stated) was read as Pf apPOL block -3.2 and mHTT CaM bind 29.6.
Screening CCOC(=O)NNC(=O)Nc1cccc(C(F)(F)F)c1 returned Pf apPOL block -1.1.
`O=C(Nc1ccccc1CO)c1ccc(I)cc1` gave Pf apPOL block -4.5 and mHTT CaM bind -3.3.
Screening Cc1ccc(N2CCN(C(=O)C3CCN(c4cc(=O)n(C)c(=O)n4C)CC3)CC2)c(C)c1 returned Pf apPOL block 5.7 and mHTT CaM bind 32.2.
`CCN1CCN(C(=O)C2CC(=O)N(Cc3ccccc3OC)C2)CC1` (configuration not stated) gave Pf apPOL block -2.4 and mHTT CaM bind -5.7.
O=C(Cn1cccc1-c1nnc(C2CCC2)o1)Nc1ccccc1 was read as Pf apPOL block -2.4 and mHTT CaM bind -2.0.
Screening Cc1ccc(N2CC(NC(=O)NCc3cccs3)CC2=O)cc1C (configuration not stated) returned Pf apPOL block -9.7 and mHTT CaM bind -11.2.
O=C(O)c1cc(-c2ccccc2)nc2c(Cl)ccc(Cl)c12 was read as Pf apPOL block -5.4 and mHTT CaM bind 4.0.
For Cc1ccc(NC(=O)C2CCN(c3c(C#N)cnc4ccc(C)cc34)CC2)cc1 the results were Pf apPOL block 2.0 and mHTT CaM bind -5.8.
`Cc1c(CN2CCCC(c3nncn3Cc3ccccc3)C2)cnn1C` (configuration not stated) gave Pf apPOL block 0.1 and mHTT CaM bind -0.7.
For CCCNC(=O)N1CCCC1c1nc(-c2ccccc2C)no1 (configuration not stated) the results were Pf apPOL block -2.9 and mHTT CaM bind 3.6.
For O=[N+]([O-])c1cc(O)c2ncccc2c1 the results were Pf apPOL block -185.5 and mHTT CaM bind 100.3*.

Continued, overlapping the part above by five compounds.
O=C(O)c1cc(-c2ccccc2)nc2c(Cl)ccc(Cl)c12 was read as Pf apPOL block -5.4 and mHTT CaM bind 4.0.
For Cc1ccc(NC(=O)C2CCN(c3c(C#N)cnc4ccc(C)cc34)CC2)cc1 the results were Pf apPOL block 2.0 and mHTT CaM bind -5.8.
`Cc1c(CN2CCCC(c3nncn3Cc3ccccc3)C2)cnn1C` (configuration not stated) gave Pf apPOL block 0.1 and mHTT CaM bind -0.7.
For CCCNC(=O)N1CCCC1c1nc(-c2ccccc2C)no1 (configuration not stated) the results were Pf apPOL block -2.9 and mHTT CaM bind 3.6.
For O=[N+]([O-])c1cc(O)c2ncccc2c1 the results were Pf apPOL block -185.5 and mHTT CaM bind 100.3*.
For COCCN(CCOC)c1ncnc2c1c(-c1ccccc1)cn2-c1cccc(C(F)(F)F)c1 the results were Pf apPOL block -11.2 and mHTT CaM bind 9.0.
CCc1ccc(C(=O)N2CCC3(C2)C(=O)N(C)c2ccccc23)cc1 (configuration not stated) was read as Pf apPOL block -1.6 and mHTT CaM bind 6.2.
`N#Cc1c(N)n(-c2ccc(Br)cc2)c2nc3ccccc3nc12` gave Pf apPOL block 9.0&0.0 and mHTT CaM bind 4.0&-4.0.
`CCN(CC)CCCn1c(N)c(C#N)c2nc(C#N)c(C#N)nc21` gave Pf apPOL block -2.9 and mHTT CaM bind 7.0.
Cc1ccc(C(=O)NCc2nc(-c3ccc(Br)cc3)no2)cc1C was read as Pf apPOL block -6.3 and mHTT CaM bind -28.7.
For N=C1NC(=O)/C(=C/c2ccc(-c3ccc(Cl)cc3Cl)o2)S1 the results were Pf apPOL block -2.1 and mHTT CaM bind 7.0.
For O=C(NCCc1ccccc1)c1ccc(CN2CCOCC2)cc1 the results were Pf apPOL block -0.9 and mHTT CaM bind 1.1.
`COc1cc(Cl)c(OC)cc1N` gave mHTT CaM bind 10.8.
`Cc1nc2c(n1C)CN(C(=O)c1ccc(Cl)s1)CC2` gave Pf apPOL block 0.8 and mHTT CaM bind 0.4.
For CCOc1ccc(C(=O)N2CCC3(CC2)NC(=O)N(Cc2ccccc2Cl)C3=O)cc1 the results were Pf apPOL block -4.5 and mHTT CaM bind 12.8.
Cc1ccc(C(=O)N2CCC(CCNC(=O)c3cccc(C)c3)CC2)cc1 was read as Pf apPOL block -0.6 and mHTT CaM bind 17.4.
Cc1ccc(Nc2c([N+](=O)[O-])cc([N+](=O)[O-])c3cccnc23)cc1 was read as Pf apPOL block -2.2 and mHTT CaM bind 51.0*.
Screening CCC(C)(C(=O)NC1CCCCC1)N(C(=O)CNC(C)=O)c1ccc(C)cc1 (configuration not stated) returned Pf apPOL block -7.0 and mHTT CaM bind 3.0.
COCCCNC(=O)c1ccc2c(c1)NC(=O)C(N1CCOCC1)S2 (configuration not stated) was read as Pf apPOL block -14.6 and mHTT CaM bind -7.0.
For O=C(NCC1(c2ccccc2)CCCOCC1)c1ccc(F)c(F)c1 (configuration not stated) the results were Pf apPOL block -0.7 and mHTT CaM bind 14.3.
For COc1ccc(Br)cc1C(=O)Nc1ccccc1Cl the results were Pf apPOL block -16.4 and mHTT CaM bind -7.7.
Screening Cc1cc2nc(SCCO)nc(C)c2cc1C returned Pf apPOL block -5.3 and mHTT CaM bind -3.5.
CCn1nc(C)cc1C(=O)NNC(=S)NC was read as Pf apPOL block 5.1&-4.4.
For CC(C)Cn1c(=O)c(N2CCN(C(=O)Cc3cccc(F)c3)CC2)nc2ccncc21 the results were Pf apPOL block 2.3 and mHTT CaM bind 8.4.
`CCNC(=O)N1CCOc2cc(C)ccc21` gave Pf apPOL block -8.5 and mHTT CaM bind 2.9.
CC(=O)N1CCN(S(=O)(=O)c2ccc(C)cc2)C1c1ccccc1 (configuration not stated) was read as Pf apPOL block -5.3 and mHTT CaM bind -5.0.
O=C(NCc1csc(-c2cccs2)n1)C1CCN(C(=O)CCC2CCCC2)CC1 was read as Pf apPOL block -9.1 and mHTT CaM bind 4.3.
O=C(CSc1ncnc2c1cnn2-c1cccc(Cl)c1)N1CCc2ccccc21 was read as Pf apPOL block 2.8 and mHTT CaM bind -3.4.
Screening CC(C)NC(=O)N1CCCCCC1c1cccs1 (configuration not stated) returned Pf apPOL block -3.1 and mHTT CaM bind -7.6.
`CC1CCCC2(C1)OCC(C(=O)NC(C)C)N2C(=O)c1ccccc1F` (configuration not stated) gave Pf apPOL block -2.0 and mHTT CaM bind -2.4.
Screening Cc1nn(Cc2nnc(-c3cccs3)o2)c(C)c1Br returned Pf apPOL block 6.1.
Screening Cc1nnc(NC(=O)CN2C(=O)S/C(=C\c3ccc(Cl)cc3)C2=O)s1 returned Pf apPOL block 0.0 and mHTT CaM bind -1.0.
Screening Cc1cc(-c2cncc(CN3CCC(C(N)=O)CC3)c2)ccc1F returned Pf apPOL block -5.1 and mHTT CaM bind -1.6.
`COc1ccc(Cl)cc1C(=O)N1CCN(c2cc(-n3nc(C)cc3C)nc(C)n2)CC1` gave Pf apPOL block -11.9 and mHTT CaM bind 27.1.
For Nc1nc(N2CCCC2)nc2ccccc12 the results were Pf apPOL block -2.2 and mHTT CaM bind -2.0.

Fetched one by one from the list above:
Screening Cc1nn(Cc2nnc(-c3cccs3)o2)c(C)c1Br returned Pf apPOL block 6.1.
O=C(NCc1csc(-c2cccs2)n1)C1CCN(C(=O)CCC2CCCC2)CC1 was read as Pf apPOL block -9.1 and mHTT CaM bind 4.3.
For Nc1nc(N2CCCC2)nc2ccccc12 the results were Pf apPOL block -2.2 and mHTT CaM bind -2.0.
`CC1CCCC2(C1)OCC(C(=O)NC(C)C)N2C(=O)c1ccccc1F` (configuration not stated) gave Pf apPOL block -2.0 and mHTT CaM bind -2.4.
CC(=O)N1CCN(S(=O)(=O)c2ccc(C)cc2)C1c1ccccc1 (configuration not stated) was read as Pf apPOL block -5.3 and mHTT CaM bind -5.0.

(more compounds)
Screening COC(=O)[C@H](C(C)C)N(Cc1cn(Cc2ccc(C)cc2)nn1)S(=O)(=O)c1ccc(F)cc1Br returned Pf apPOL block -9.9 and mHTT CaM bind -8.3.
CCn1nc(C(=O)O)c(=O)c2cc3c(cc21)OCO3 was read as Pf apPOL block -5.7.
`Cn1c(=O)c(-c2nc(-c3ccc(Cl)cc3)no2)c(O)c2ccccc21` gave Pf apPOL block -6.5 and mHTT CaM bind -5.2.
For CC(=O)NC1(C(F)(F)F)C(=O)Nc2c1c(=O)[nH]c(=O)n2-c1ccccc1 (configuration not stated) the results were Pf apPOL block -4.0 and mHTT CaM bind 0.0.
Screening N#CC1=C2CCCCC2C2(CCCCC2)C(C#N)(C#N)C1=O (configuration not stated) returned mHTT CaM bind -2.0.
For Cc1cccc(C(=O)Nc2nnc(C3CC(=O)N(c4ccc(Cl)cc4)C3)o2)c1 (configuration not stated) the results were Pf apPOL block -1.9 and mHTT CaM bind 4.7.
`Cc1ccccc1-n1c(SCC(=O)N2CCOCC2)nc(O)cc1=O` gave Pf apPOL block 2.7 and mHTT CaM bind -1.9.
`O=C(CN1CCN(C(=O)Nc2ccccc2)CC1=O)NC1CCCCCC1` gave Pf apPOL block -1.2 and mHTT CaM bind 1.5.
For CCN1C=C(C(=O)OCc2ccccc2)C(C)=NS1(=O)=O the results were Pf apPOL block -2.3 and mHTT CaM bind -20.6.
Screening CC(=O)c1c(C(C)=O)c(C)n(-c2ccc(I)cc2)c1C returned Pf apPOL block 3.2 and mHTT CaM bind 1.5.

4 compounds already listed, sorted by count of non-hydrogen atoms, smallest number first:
CCn1nc(C(=O)O)c(=O)c2cc3c(cc21)OCO3 was read as Pf apPOL block -5.7.
For CCN1C=C(C(=O)OCc2ccccc2)C(C)=NS1(=O)=O the results were Pf apPOL block -2.3 and mHTT CaM bind -20.6.
`Cc1ccccc1-n1c(SCC(=O)N2CCOCC2)nc(O)cc1=O` gave Pf apPOL block 2.7 and mHTT CaM bind -1.9.
For Cc1cccc(C(=O)Nc2nnc(C3CC(=O)N(c4ccc(Cl)cc4)C3)o2)c1 (configuration not stated) the results were Pf apPOL block -1.9 and mHTT CaM bind 4.7.

Next structures
For O=C(NCCCN1CCOCC1)c1ccc(Br)cc1 the results were Pf apPOL block -7.9 and mHTT CaM bind -3.3.
O=C(CN1CCN(C(=O)Nc2ccc(F)cc2)CC1=O)N1CCN(c2ccccc2)CC1 was read as Pf apPOL block -2.8 and mHTT CaM bind 1.8.
`CC(CC1(CC(C)C)CCCCC1)=NNC(N)=O` gave Pf apPOL block -6.5.
Screening O=C(Nc1cc(Cl)ccc1Cl)c1cc(S(=O)(=O)NC2CCCCC2)ccc1F returned Pf apPOL block -3.5 and mHTT CaM bind -15.0.
Screening O=C(NCC(c1cccs1)N1CCc2ccccc21)C1CCCC1 (configuration not stated) returned Pf apPOL block -1.7 and mHTT CaM bind 26.4.
Screening O=C(Cc1cccs1)N1CCCC(c2ccnc(-c3ccccc3)n2)C1 (configuration not stated) returned Pf apPOL block -3.9 and mHTT CaM bind 14.1.
`CCN(CC)c1nc(=O)c2cc(NC(=O)C3CCC3)ccc2s1` gave Pf apPOL block -1.0 and mHTT CaM bind 6.4.
Screening CC(=O)N1CC2([N+](=O)[O-])CN(C(C)=O)CC([N+](=O)[O-])(C1)C2(C)C returned Pf apPOL block 8.4 and mHTT CaM bind 2.0.
C[C@H]1COc2cccc(N3CCSCC3)c2S(=O)(=O)N1 was read as Pf apPOL block -3.8 and mHTT CaM bind 0.8.
`COc1ccc(NS(=O)(=O)c2cc(Br)cc3c2N(C(C)=O)CC3)c(OC)c1` gave Pf apPOL block -4.3 and mHTT CaM bind 25.0.
CC(C)C1=CCC(C(=O)O)C(C(=O)O)C1 (configuration not stated) was read as Pf apPOL block 4.2 and mHTT CaM bind -5.3.
Screening CSc1nc(-c2cnccn2)nc(-c2ccco2)c1C#N returned Pf apPOL block 2.1.
